GAA inhib = qHTS Assay for Inhibitors of Human alpha-Glucosidase as a Potential Chaperone Treatment of Pompe Disease; Potency, µM (top dose mostly 76.9 µM), inactives show top-dose activity change, negative = inhibition, usual class: inhibitors; Lysosomal alpha-glucosidase (Homo sapiens), P10253; purified human GAA, 4-MU-alpha-glucoside fluorescence; 200,000 compounds, 0.005% hits;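 also: plate controls were uninhibited enzyme wells for no effect and no-enzyme background for full effect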
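Compounds are titrated up to 77 uM against 4 nM human enzyme. Substrate 4-methylumbelliferyl-alpha-D-pyranoside (400 uM) reacts 20 min at room temperature in pH 5.0 buffer; liberated 4-methylumbelliferone is read at 440 nm.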
RECQ1 helicase = qHTS Assay for Inhibitors of RecQ-Like Dna Helicase 1 (RECQ1); Potency, µM (top dose mostly 57.3 µM), for inactives: at the top dose activity, negative = inhibition, usual class: inhibitors; 240,000 compounds, 0.54% hits; RECQ1 DNA unwinding, red fluorescence kinetic read;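 also: plate controls were vehicle for no effect and no enzyme for full effect; nearly all actives have a fitted effect of over 30% in size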
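RECQ1T1 50 nM; forked duplex (20 bp + 30-nt ss tails) 200 nM, ATP 2 mM final; pH 8.0, 2 mM MgCl2, 2.5 ug/ml poly(dI-dC); 15 min compound preincubation; discontinuous kinetic read over 2 h at RT.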
L3MBTL1 inh = qHTS Assay for the Inhibitors of L3MBTL1; Lethal(3)malignant brain tumor-like protein 1 (Homo sapiens), Q9Y468; AlphaScreen L3MBTL1–H3K9me1 peptide binding; Potency, µM (top dose mostly 57.1 µM), for the others: at the highest dose activity, negative = inhibition, most hits filed as inhibitors; 230,000 compounds, 0.66% hits; AID 485360, 2010; also: nearly all actives have a fitted effect of over 60% in size
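Displacement of a biotinylated histone H3(1-15) peptide monomethylated at Lys9 (75 nM) from L3MBTL1 (50 nM) was measured by AlphaScreen after a 30 min room-temperature compound incubation; cefsulodin titration served as intraplate control.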
GAA glycogen = qHTS Assay for Inhibitors and Activators of Human alpha-Glucosidase Cleavage of Glycogen. AID 2100, 2009. 300,000 compounds, 0.38% hits. Lysosomal alpha-glucosidase (Homo sapiens), P10253. Potency, µM (highest dose often 76.4 µM), for inactives: at the top dose activity change, negative = inhibition, most hits filed as inhibitors. recombinant GAA, glycogen substrate, Amplex Red glucose oxidase fluorescence;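 also: 0% = full enzyme reaction and -100% = no-enzyme basal signal; the screen sought inhibitors and activators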
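Natural-substrate format: glycogen cleavage by 4 nM human enzyme, glucose read by Amplex Red coupling (Ex 573, Em 610 nm). Normalized to enzyme and no-enzyme controls.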
TexasRed fluor = Total Fluorescence Counterscreen for Inhibitors of the Interaction of Thyroid Hormone Receptor and Steroid Receptor Coregulator 2; 280,000 compounds, 0.29% hits; Potency, µM (top dose mostly 106 µM), for inactives: at the top dose fluorescence change, negative = quenching; TRb/SRC2 Texas Red total fluorescence interference; active = well fitted curve in either direction with a large enough effect; inconclusive = small, poorly fitted or top-dose-only effect
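Flags fluorescent or light-absorbing compounds by total fluorescence, S + 2P, at 555 nm excitation and 632 nm emission. Mixture: 20 nM Texas Red SRC2 peptide, 0.6 uM human TRb LBD, 1 uM T3, 5% DMSO; compound exposure 5 h at ambient temperature.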
GAA spleen mod = qHTS Assay for Inhibitors and Activators of Human alpha-Glucosidase From Spleen Homogenate. Lysosomal alpha-glucosidase (Homo sapiens), P10253. human spleen homogenate, 4-MU-alpha-glucoside fluorescence. Potency, µM (titrated, usually from 79.9 µM), inactives show at the highest dose activity change, negative = inhibition, most hits filed as inhibitors. 240,000 compounds, 0.006% hits. AID 2112, 2009;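 also: 0% = enzyme with vehicle and -100% = no enzyme basal signal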
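Compounds were titrated against alpha-glucosidase in spleen homogenate at pH 5.0, with 1 mM 4-methylumbelliferyl substrate for 40 min at 37 C. Reactions were quenched with pH 10 NaOH/glycine and fluorescence measured.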
RGS12 GoLoco inh = qHTS Assay for Inhibitors of RGS12 GoLoco Motif Activity (Red Fluorophore); Gai1:RGS12 GoLoco peptide FP, rhodamine, 10 min; Potency, µM (top dose mostly 61.6 µM), inactives show at the top dose activity, negative = inhibition, most hits filed as inhibitors; 230,000 compounds, 0.44% hits; active = well fitted inhibition curve with a large enough effect, not every such curve was filed as active; inactive = no such curve, though single readings can be large or run the other way; also: nearly all actives have a fitted effect of over 30% in size; many of its hits are not listed in these tables
Target sequence (P63096 whole entry, looked up): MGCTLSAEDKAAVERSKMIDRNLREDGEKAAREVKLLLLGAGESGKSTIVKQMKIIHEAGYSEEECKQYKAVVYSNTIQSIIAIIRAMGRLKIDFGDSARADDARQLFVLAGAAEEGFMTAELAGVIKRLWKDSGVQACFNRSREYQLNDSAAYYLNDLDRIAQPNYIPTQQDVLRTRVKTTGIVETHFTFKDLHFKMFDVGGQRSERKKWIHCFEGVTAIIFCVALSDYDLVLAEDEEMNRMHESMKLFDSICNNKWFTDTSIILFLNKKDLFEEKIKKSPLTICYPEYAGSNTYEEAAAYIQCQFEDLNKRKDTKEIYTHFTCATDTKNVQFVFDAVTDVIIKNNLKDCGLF
TRb-SRC2 inh = qHTS for Inhibitors of the Interaction of Thyroid Hormone Receptor and Steroid Receptor Coregulator 2. Thyroid hormone receptor beta (Homo sapiens), P10828. TRbeta-SRC2 peptide binding, fluorescence polarization; receptor liganded with 1 µM T3. AID 1469, 2008. Potency, µM (titrated, usually from 106 µM), without a hit: at the top dose activity change, negative = inhibition, most hits filed as inhibitors. 280,000 compounds, 0.065% hits;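 also: plate controls were bound peptide for no effect and peptide without receptor for full effect; nearly all actives have a fitted effect of over 50% in size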
Target sequence (P10828 whole entry, looked up): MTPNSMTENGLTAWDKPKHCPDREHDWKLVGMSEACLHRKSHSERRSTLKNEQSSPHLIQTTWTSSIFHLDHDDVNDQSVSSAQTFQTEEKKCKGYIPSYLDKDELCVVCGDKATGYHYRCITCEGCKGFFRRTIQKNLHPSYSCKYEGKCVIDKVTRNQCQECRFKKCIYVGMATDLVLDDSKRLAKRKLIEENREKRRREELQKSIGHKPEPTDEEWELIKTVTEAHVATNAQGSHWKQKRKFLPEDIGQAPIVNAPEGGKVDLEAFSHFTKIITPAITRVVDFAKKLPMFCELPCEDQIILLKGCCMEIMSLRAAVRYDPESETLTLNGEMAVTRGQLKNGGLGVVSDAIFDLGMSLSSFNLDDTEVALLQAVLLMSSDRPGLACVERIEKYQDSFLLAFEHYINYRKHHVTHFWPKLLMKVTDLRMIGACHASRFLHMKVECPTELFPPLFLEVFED
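Binding of a 20-amino-acid Texas Red SRC2 peptide (20 nM) to TRb ligand-binding domain (0.6 uM) with agonist T3 at 1 uM was followed by fluorescence polarization after a 5 hr room-temperature incubation.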
The depositor's hits bear a star; i = inactive; ? = inconclusive; . = no result given; [ ] = dose if it differs, or a comment. Unless noted, calls follow the shape of the dose curve; as a rule, active = well fitted curve in the direction sought with a large enough effect; inconclusive = small, poorly fitted or top-dose-only effect, or another doubt; inactive = no such curve, though single readings can be large; an effect the other way counts as inactive or inconclusive. Unless noted, % is scaled to controls: 0 for no effect and ±100 for the full control effect; potency is read from the fitted curve at half-maximal effect. These rows are one share of the data (hit frequency here may not be typical).

Each structure is followed by: GAA inhib | RECQ1 helicase | L3MBTL1 inh | GAA glycogen | TexasRed fluor | GAA spleen mod | RGS12 GoLoco inh | TRb-SRC2 inh
> Cc1noc(C)c1CSc1ncnc2sc(C)c(C)c12
→ -5% | -5% | 0% | -1% | -3% | -12% | 5% | 4%
> O=C(Nc1cccnc1)c1ccccc1-c1ccccc1
→ 5% | i | -3% | -7% | 0% | 1% | 11% | 2%
> C/C(CC(=O)N1CCN(C=O)CC1)=N\NC(=O)c1cccc([N+](=O)[O-])c1
→ ? | 8% | -10% | -16% | -3% | -7% | 0% | 8%
> CCOC(=O)c1c(C)c(C(=O)N(C)C2CCCCC2)c(C)n1C
→ 0% | i | -3% | -4% | 1% | -6% | 1% | 4%
> CCn1c(=N)n(CCOc2ccc(OC)cc2)c2ccccc21
→ 1% | -4% | -2% | 9% | -1% | 0% | . | -3%
> CCN1C(=O)c2cccc3c(S(=O)(=O)NCC4CCCO4)ccc1c23 (centres undefined)
→ . | -11% | 19% | 7% | -5% | 0% | 7% | 5%
> CC(=O)N1CCN(c2ccc(NC(=O)c3cccc(OCc4ccccc4)c3)cc2)CC1
→ -3% | 4% | 0% | 7% | -2% | -7% | 2% | -6%
> CCOC(=O)c1ccccc1NC(=O)c1ccc(NS(C)(=O)=O)cc1
→ 1% | -9% | 1% | -3% | -1% | -4% | 13% | 14%
> O=C(c1ccccc1F)N1CCN(c2ccccc2F)CC1
→ 2% | i | -6% | 3% | 0% | -4% | 0% | -14%
> COc1ccc(/C=C/C(=O)c2ccc(NC3=NCCCS3)cc2)cc1OC
→ -14% | i | -30% | 1% | 1% | -7% | 54%[activator] | -6%
> CCOC(=O)COc1cc(Br)c(/C=N/Nc2ccccc2)cc1OC
→ -3% | i | -5% | ? | -3% | -13% | -4% | 0%
> Cc1cc(NC(=O)CSc2nnc(-c3ccoc3C)o2)no1
→ -6% | 4% | -21% | 7% | -4% | -8% | 6% | -1%
> COc1ccc(NS(=O)(=O)c2cccc(NC(=O)NCCCl)c2)cc1
→ -1% | -8% | -3% | 1% | -2% | -4% | 0% | -1%
> CC1NC(=S)N(C2CCCCC2)C1=O (centres undefined)
→ -14% | -11% | -29% | ? | -2% | 3% | -4% | 3%
> COC(=O)c1cccc(NC(=S)Nc2ccc(Cl)c(Cl)c2)c1
→ . | 1% | 5% | -6% | -1% | -20% | 3% | -9%
> CC(=O)NC1C(=O)N=C(SCC(=O)NCc2ccccc2)NC1=O (centres undefined)
→ -7% | 0% | 11% | 4% | -5% | -3% | -7% | -13%
> CCCN1CCC(=O)N([C@H](CSc2ccc(OC)cc2)CC(C)C)CC1
→ . | -7% | . | 8% | 0% | -1% | 6% | -8%
> COc1cc(NC2=CC(=O)CC(C)(C)C2)cc(OC)c1OC
→ -6% | -13% | -10% | -4% | 0% | -5% | 11% | 1%
> FC(F)(F)c1ccc(NC2=NCCC2)cc1
→ -2% | -5% | . | -6% | -2% | 7% | -5% | 2%
> CC(C)C1NC(=O)[C@H](CCCCN)NC(=O)[C@@H](Cc2c[nH]c3ccccc23)NC(=O)[C@H](Cc2ccc(O)cc2)NC(=O)[C@H](C)N(C)C(=O)[C@H](Cc2ccccc2)NC1=O (some centres undefined)
→ . | 3% | . | . | -2% | -4% | 6% | 3%

Each structure is followed by: GAA inhib | RECQ1 helicase | L3MBTL1 inh | GAA glycogen | TexasRed fluor | GAA spleen mod | RGS12 GoLoco inh | TRb-SRC2 inh
> Cc1onc(-c2ccccc2Cl)c1C(=O)Nc1ccc(CN2CCCC2)cc1
→ 3% | -1% | -3% | -16% | 2% | -5% | 11% | 2%
> O=C(NCc1ccccn1)C1CCC(CNS(=O)(=O)c2cccc3nsnc23)CC1 (centres undefined)
→ . | i | . | 9% | 0% | -1% | 2% | 2%
> CC1(C)Cc2c(C#N)c(N)n(-c3ccccc3)c(=S)c2CO1
→ . | -3% | -1% | -1% | -2% | -9% | -12% | -2%
> O=C(Nn1c(-c2ccc(Br)cc2)nc2ccccc2c1=O)c1ccc([N+](=O)[O-])cc1
→ -12% | -3% | 3% | -4% | -1% | 2% | 8% | 1%
> COc1ccc2[nH]c(=O)c(CN(CCO)C(=O)c3cccs3)cc2c1
→ 9% | 2% | 1% | 9% | 1% | 5% | 9% | 3%
> CCCc1ccc(Oc2cn[nH]c2-c2ccc(O)cc2O)cc1
→ -6% | -10% | -6% | ? | 1% | -5% | 3% | 2%
> C=CCNC(=O)c1ccc(S(=O)(=O)CC)c(Cl)c1Cl
→ 0% | -2% | 4%[11.4 µM] | -3% | -3% | -16% | 5% | -3%
> CN1C(=O)/C(=C\c2ccccc2)Sc2ccc(C(=O)N3CCN(c4ccccn4)CC3)cc21
→ -5% | 15% | -20% | -9% | -3% | -7% | -9% | 6%
> COc1ccc(S(=O)(=O)N2CCC(C(=O)N3CCOCC3)CC2)cc1OC
→ -2% | i | 6% | -6% | 1% | -4% | 0% | -10%
> CCCC(=O)OCC(=O)Nc1ccccc1Sc1ccccc1
→ -2% | -15% | 30% | 4% | 1% | -13% | -1% | 6%
> Cc1c(Br)cc(-c2nnco2)cc1Br
→ 2% | 6% | 2% | 1% | -1% | 3% | 4% | -4%
> O=C1CCC/C1=C\c1ccccc1
→ 3% | i | 0% | 6% | 0% | 6% | 13% | 6%
> Cc1cccc(C)c1N1C(=O)C2ON(c3ccccc3)C(c3ccncc3)C2C1=O (centres undefined)
→ 0% | -23% | 1% | 4% | -4% | -7% | -19% | -5%
> CC(=O)OC(COc1cccc(C)c1)Cn1cnc2ccccc21 (centres undefined)
→ -4% | i | -6% | -4% | -2% | -8% | 2% | -4%
> COc1ccc(-c2nc3ccccc3c(=O)n2CCCn2ccnc2)cc1
→ -10% | -8% | -8% | -2% | 0% | -1% | -4% | 13%
> Cc1ccc(C2C(C#N)=C(N)Oc3cc4c(cc32)OCO4)cc1 (centres undefined)
→ -4% | -27% | -3% | -20% | -4% | -8% | -7% | -14%
> COc1ccc(N2C(=O)CC(N(CCc3ccc(S(N)(=O)=O)cc3)C(=S)Nc3ccccc3)C2=O)cc1 (centres undefined)
→ . | -19% | . | -20% | -2% | -1% | 3% | 8%
> CCOC(=O)c1c(C)oc2ccc(O)c(CN3CCCCC3)c12
→ -6% | -7% | 2% | 2% | 1% | -4% | 1% | -26%
> CC(C)(C)NC(=S)NNC(=O)[C@H]1C[C@@H]1c1ccccc1
→ . | i | 4% | -8% | -1% | -3% | 1% | 2%
> CCN(CC)S(=O)(=O)c1cccc(C(=O)N/N=C/c2ccc(O)c(O)c2O)c1
→ ? | ? | ? | 10% | -28% | -14% | -5% | -5%

Each structure is followed by: GAA inhib | RECQ1 helicase | L3MBTL1 inh | GAA glycogen | TexasRed fluor | GAA spleen mod | RGS12 GoLoco inh | TRb-SRC2 inh
> COc1ccccc1C(=O)N/N=C/c1cnc2ccccc2n1
→ -6% | -5% | 6% | 4% | -7% | -9% | 11% | -3%
> C/C(=N\Nc1cccc([N+](=O)[O-])c1)c1ccccc1O
→ 0% | i | . | ? | -1% | -2% | 5% | 9%
> O=C(Nc1ccc2c(c1)OCCO2)c1ccc(CN2CCOCC2)cc1
→ -4% | -5% | -5% | 7% | -6% | -4% | 6% | -2%
> C[C@@H]1CC2(OC[C@]3(C)O[C@H]23)O[C@H]2C[C@@]3(C)[C@@H]4CC[C@H]5C(C)(C)C(O[C@@H]6OC[C@@H](O)[C@H](O)[C@H]6O)CC[C@@]56C[C@@]46CC[C@]3(C)[C@@H]12 (some centres undefined)
→ . | 1% | . | . | -1% | -6% | 11% | 1%
> CCOc1c2ccc(C(=O)NCCc3cccs3)cc2nn1CC
→ 1% | -1% | -11% | -1% | -2% | 8% | 5% | -25%
> CN(Cc1cccc(Cl)c1Cl)c1ccc(S(=O)(=O)N2CCCCC2)cc1[N+](=O)[O-]
→ -2% | i | -8% | 6% | 0% | -5% | 9% | 0%
> CSc1cc(-c2ccccc2)[nH]c(=O)c1C#N
→ 12% | i | 9% | 20% | 1% | 5% | 1% | 10%
> COc1cc2[nH]c(=O)n3nc(-c4ccccc4)nc3c2cc1OC
→ -13% | -3% | -19% | 1% | -5% | -8% | 4% | -3%
> CCOC(=O)Cn1c(CN2CCN(c3cccc(Cl)c3)CC2)nc2c1c(=O)[nH]c(=O)n2C
→ 3% | -10% | ? | 1% | -7% | 5% | 4% | 9%
> O=C(COc1ncnc2ccccc12)NCCCN1CCCC1=O
→ -2% | -2% | . | -6% | -1% | -3% | 6% | -6%
> COc1ccc(NC(=S)Nc2ccc3snnc3c2)cc1
→ 14% | -3% | -16% | 2% | -7% | -2% | 18% | -4%
> O=C(Oc1cc2oc(=O)cc(-c3ccccc3)c2cc1Cl)C1CCCCC1
→ -4% | -3% | -2% | 0% | -1% | -6% | 6% | 8%
> O=C(O)Cc1ccc(C(=O)c2cccs2)s1
→ -7% | -11% | -9% | -3% | 6% | 2% | 36%[activator] | 12%
> O=C(OCC(=O)C12CC3CC(CC(C3)C1)C2)c1cccnc1Cl
→ -1% | -7% | 10% | 0% | -1%[53 µM] | 6% | 2% | -1%[53 µM]

Reformatted as tab-separated lines: 3 of the compounds above
smiles	GAA inhib	RECQ1 helicase	L3MBTL1 inh	GAA glycogen	TexasRed fluor	GAA spleen mod	RGS12 GoLoco inh	TRb-SRC2 inh
COc1ccccc1C(=O)N/N=C/c1cnc2ccccc2n1	-6%	-5%	6%	4%	-7%	-9%	11%	-3%
O=C(OCC(=O)C12CC3CC(CC(C3)C1)C2)c1cccnc1Cl	-1%	-7%	10%	0%	-1%[53 µM]	6%	2%	-1%[53 µM]
O=C(O)Cc1ccc(C(=O)c2cccs2)s1	-7%	-11%	-9%	-3%	6%	2%	36%[activator]	12%

Bioassay records: PubChem, National Center for Advancing Translational Sciences (NCATS)
